# COUP-TFII inh – NR2F2 (human) inhibition, primary screen. HEK293T NGFI-A luciferase reporter, luminescence. inhibition, % at 8.6 µM. 370,000 compounds, 0.7% hits. AID 686940;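 active = inhibition above a per-plate cutoff, mean inhibition of test wells between control levels plus 3 SD, cut at about 38% in these data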;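 note: cells cotransfected with COUP-TFII expression vector driving the NGFI-A reporter; 0% = median of COUP-TF2 test wells and 100% = reporter-only cells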
# CF NFkB inh – inhibitors of cystic fibrosis induced NF-kB | inhibition, % at 5 µM | KKLEB NF-kB-GFP reporter, PAF-induced, GFP fluorescence overnight | AID 588850 | 360,000 compounds, 0.86% hits;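 active = at least 50% inhibition at 5 µM, scaled per plate between neutral and stimulator controls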;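 note: PAF is a Pseudomonas aeruginosa culture filtrate used as stimulus; plate controls were PAF-stimulated DMSO wells for no effect and unstimulated DMSO wells for full effect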
# Shn3 3UTR inh – reduces Shn3 3'UTR luciferase signal in osteoblasts; Clone20 osteoblast Shn3 3'UTR firefly luciferase, 24 h; inhibition, % at 12.5 µM; 360,000 compounds, 0.52% hits; AID 588674;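 active = mean inhibition of at least 75% with every replicate also reaching 75%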;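 note: 0% = median of neutral control wells and 100% = pilot-screen positive control compound; some compounds past the cut are filed as inactive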
# LMP1 NFkB inh – inhibitors of Epstein-Barr LMP1-induced NF-kappaB reporter; LMP1-induced NF-kappaB luciferase reporter cells, luminescence; inhibition, % at 12.5 µM; 350,000 compounds, 0.69% hits; AID 504558; in the data active = inhibition above about 41%;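 note: 0% = neutral control wells and 100% = reference inhibitor control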
# TWEAK-Fn14 inh – TWEAK-Fn14 signaling inhibition | 360,000 compounds, 2% hits | TWEAK-stimulated Fn14 reporter cells, luciferase luminescence, 8 h | inhibition, % at 10 µM; in the data active = inhibition above about 50%
# KKLEB tox – reduces viability of KKLEB cystic fibrosis airway cells. KKLEB CF airway cells viability, ATPlite luminescence, overnight; hits give low values; cells stimulated with P. aeruginosa culture filtrate. activity change (cytotoxicity), % at 5 µM. 360,000 compounds, 0.36% hits;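 active = corrected activity change at or below -50% at 5 µM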
# C8 TRAIL sens – sensitizes caspase-8 expressing cells to TRAIL; NB7+C8 cells + TRAIL, ATPlite viability luminescence; inhibition (viability loss, TRAIL sensitization), % at 10 µM; 360,000 compounds, 1% hits;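 active = compounds causing at least 50% loss of cell viability in the single-dose screen, relative to plate controls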
# SRC1 inh – inhibits human SRC1 coactivator; HEK293 GAL4-SRC1 luciferase reporter, luminescence; AID 588354; 360,000 compounds, 0.12% hits; inhibition, % at 3.6 µM;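 active = inhibition above the campaign mean plus 3 SD, with each screening campaign given its own cutoff, cut at about 60% in these data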;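 note: 0% = DMSO treated cells and 100% = gossypol at 36 µM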
# LRH-1 inv ag – suppresses constitutive activity of human LRH-1; 360,000 compounds, 0.13% hits; HEK293T StAR-luciferase reporter, LRH-1 transfected, 24 h; inhibition, % at 3.6 µM; O00482; AID 602396;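 active = inhibition above the mean inhibition of all tested compounds plus 3 SD, cut at about 73% in these data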;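 note: 0% = DMSO wells and 100% = reporter-only cells lacking LRH-1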
# TROY signal inh – blocks TROY-dependent signaling in reporter cells; Q293 LMP1-TROYcd NF-kB luciferase reporter, 4 h; inhibition, % at 10 µM; 360,000 compounds, 0.98% hits;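 active = compounds whose plate-normalised and pattern-corrected inhibition of the luciferase reporter signal at the single screening dose is 50% or more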
# SRC3 inh – human NCOA3 inhibition. Q9Y6Q9. 360,000 compounds, 0.17% hits. AID 588352. inhibition, % at 3.6 µM. HEK293 GAL4-SRC3 luciferase reporter, luminescence;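 active = inhibition above a per-campaign cutoff, the mean of all compounds plus 3 SD, cut at about 60% in these data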;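 note: 0% = DMSO-treated cells and 100% = gossypol-treated cells at 36 µM; higher means less SRC3-driven luciferase light from the GAL4 reporter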
# Numbers without * were called inactive; . = not tested or not shown.
item	compound	COUP-TFII inh	CF NFkB inh	Shn3 3UTR inh	LMP1 NFkB inh	TWEAK-Fn14 inh	KKLEB tox	C8 TRAIL sens	SRC1 inh	LRH-1 inv ag	TROY signal inh	SRC3 inh
1	Cn1cc(S(=O)(=O)NC2CCCCC2)c(=O)n(C)c1=O	17	14	-1	-4	19	-3	-8	-1	-12	-32	4
2	CC(C)=C1C2C=CC1C(C(=O)Nc1cc(C)ccc1C)C2C(=O)O (stereo not given)	-9	-16	9	-5	9	9	-2	0	12	-3	-19
3	CCCCCCOC(=O)C(C#N)c1nc2ccccc2nc1N1CCN(CC)CC1 (stereo not given)	-1	22	13	0	-1	-25	4	9	-8	-11	0
4	O=C(Nc1ccccc1-c1nnn(CC(=O)N2CCOCC2)n1)c1ccc(F)cc1	5	-13	-3	1	0	7	-7	-46	15	8	12
5	CCCC(=O)NCc1ccccc1Cl	6	3	-3	2	-13	0	-11	16	3	-8	11
6	CCN(CC)S(=O)(=O)c1ccc2c(c1)oc(=O)n2CC(=O)NC1CCCCC1	9	-10	-10	1	-1	-5	17	6	-7	29	5
7	Cc1nnc(SCC(=O)Nc2cccnc2Cl)s1	-11	-9	0	5	-5	3	-5	-8	18	12	-33
8	C[C@@H]1CCCCCCCCC(=O)OCCN(C(=O)OC(C)(C)C)[C@H](C)CCCCCCCCC(=O)OCCN1C(=O)OC(C)(C)C	-3	-11	0	1	-12	-3	20	-8	3	-10	-1
9	CCn1c(CNC(=O)Cc2ccc(OC)cc2)nnc1SCC(=O)c1ccccc1	3	16	-23	-7	2	-13	-5	4	-19	5	3
10	CN(C)C(=O)c1cc(C(=O)c2ccc(C(F)(F)F)cc2F)c[nH]1	1	-10	-34	-14	-9	1	-2	-6	-18	-10	-14
11	COc1ccc(CNC(=O)c2cccc(NC(=O)c3ccccc3)c2)cc1	10	-30	14	-7	5	7	-9	-6	2	-2	6
12	CC(C)Sc1nnc([C@@H]2CCCN2C(=O)OC(C)(C)C)o1	-2	13	-11	-3	6	1	10	-7	0	-18	5
13	Cc1ccc(OCc2n[nH]c(=S)n2-c2ccc(Br)cc2)cc1	7	-17	-15	11	3	12	-6	13	-2	8	-17
14	Cc1cccc(C(=O)NNC(=O)C2CC2)c1	7	24	5	-1	-19	-7	8	-12	-13	-4	1
15	CCOc1ccc(C(CCc2ccccc2)NC(=O)c2ccccc2OC)cc1OCC (stereo not given)	.	6	49	6	-25	-6	8	-33	15	8	9
16	O=C1CCc2cc(S(=O)(=O)NC(Cc3ccccc3)C(=O)NCCC3=CCCCC3)ccc2N1 (stereo not given)	-13	-1	-51	-24	9	3	6	-22	15	3	3
17	O=C(COC(=O)c1ccc(F)c(S(=O)(=O)N2CCOCC2)c1)NCc1ccc2c(c1)OCO2	-28	20	-1	-1	8	-4	-12	-4	-12	-1	-6
18	COc1ccc(N2Cc3ccccc3C2=NC(=O)c2ccc(C)cc2)cc1OC	1	24	2	4	9	-13	-2	13	8	3	-6
19	O=C1CSC(=S)N1c1cccc(F)c1	28	7	5	7	34	5	-14	-8	11	30	-1
20	Cc1c(C(=O)N2CCN(c3ncccn3)CC2)oc2c(Cl)cccc12	6	-6	2	2	-19	-6	-6	2	-16	-8	-62
21	Cc1ccc(NC(=O)CSc2ncc(-c3ccccc3)n2C(=O)c2ccccc2)cc1	-28	-17	2	-12	23	1	1	-14	-19	-12	-4
22	CC(C)(C)OC(=O)NCCC(=O)N/N=C/c1ccc2ncccc2c1	-3	-3	-14	8	-12	-4	9	-14	13	8	2
23	O=C(C1CCC1)N1CCc2cc(S(=O)(=O)N3CCCCC3)ccc21	1	4	6	-4	11	-14	-3	-13	16	3	-3
24	O=C(NCCNc1ccc([N+](=O)[O-])cc1)c1cccc(Br)c1	3	8	3	8	-17	4	14	3	17	0	13

# An excerpt from above in order of molecular weight, smallest number first:
item	compound	COUP-TFII inh	CF NFkB inh	Shn3 3UTR inh	LMP1 NFkB inh	TWEAK-Fn14 inh	KKLEB tox	C8 TRAIL sens	SRC1 inh	LRH-1 inv ag	TROY signal inh	SRC3 inh
14	Cc1cccc(C(=O)NNC(=O)C2CC2)c1	7	24	5	-1	-19	-7	8	-12	-13	-4	1
22	CC(C)(C)OC(=O)NCCC(=O)N/N=C/c1ccc2ncccc2c1	-3	-3	-14	8	-12	-4	9	-14	13	8	2
24	O=C(NCCNc1ccc([N+](=O)[O-])cc1)c1cccc(Br)c1	3	8	3	8	-17	4	14	3	17	0	13
13	Cc1ccc(OCc2n[nH]c(=S)n2-c2ccc(Br)cc2)cc1	7	-17	-15	11	3	12	-6	13	-2	8	-17
18	COc1ccc(N2Cc3ccccc3C2=NC(=O)c2ccc(C)cc2)cc1OC	1	24	2	4	9	-13	-2	13	8	3	-6
17	O=C(COC(=O)c1ccc(F)c(S(=O)(=O)N2CCOCC2)c1)NCc1ccc2c(c1)OCO2	-28	20	-1	-1	8	-4	-12	-4	-12	-1	-6

# Following part:
item	compound	COUP-TFII inh	CF NFkB inh	Shn3 3UTR inh	LMP1 NFkB inh	TWEAK-Fn14 inh	KKLEB tox	C8 TRAIL sens	SRC1 inh	LRH-1 inv ag	TROY signal inh	SRC3 inh
25	O=C(COc1ccccc1Cl)Nc1ccccc1C(=O)Nc1cccc(C(=O)O)c1	-2	-36	-31	4	-17	23	-6	-24	-48	-52	-32
26	CN(C)Cc1ccccc1C1(O)c2ccccc2CSc2ccccc21 (stereo not given)	-18	5	-1	-4	29	-4	10	-13	-13	-10	-60
27	CCOC(=O)c1sc(NC(=O)Nc2ccccc2)cc1C	-65	28	18	-40	37	-51*	73*	-106	-130	32	-70
28	CCOC(=O)c1nc2ccc(C)cc2c2c1C1CC(c3c(Cl)cccc31)N2C(=O)OCc1ccccc1 (stereo not given)	10	31	38	-23	24	-15	-3	18	9	15	9
29	CC1Sc2ccc(C#N)cc2N(Cc2cccc(C(F)(F)F)c2)C1=O (stereo not given)	4	0	-5	.	20	-2	-5	0	7	9	8
30	COc1ccc(OC)c(C2C3=C(COC3=O)Nc3cc4c(cc32)OCO4)c1 (stereo not given)	-83	46	14	7	-19	-37	-13	-25	44	22	11
31	CN1CCN(S(=O)(=O)c2ccc(NC(=S)NC(=O)C(C)(C)C)cc2)CC1	9	0	-3	-1	-2	22	-1	-27	9	-10	23
32	CCOC(=O)c1noc(C)c1C(=O)Nc1nccs1	-3	-1	12	3	3	-4	-7	-24	-4	-2	7
33	O=C(Nc1c2c(nc3ccccc13)CCCC2)c1ccccc1Br	6	-7	-2	7	-3	-2	5	13	2	6	5
34	COc1ccccc1NS(=O)(=O)c1ccc(C(N)=O)cc1	16	-6	19	-6	14	1	9	-3	10	7	19
35	COc1ccc(/C=N/NC(=O)C(Cc2c[nH]c3ccccc23)NC(=O)OCC(C)C)cc1[N+](=O)[O-] (stereo not given)	4	22	-5	7	-4	-10	-37	-1	-4	15	-19
36	COc1ccc(CCNC(=O)CC2Oc3ccc(Cl)cc3NC2=O)cc1OC (stereo not given)	-6	4	18	2	4	-7	-8	6	-6	-9	11
37	CN(C)CCN1C(=O)C(=O)/C(=C(/O)c2ccc(S(=O)(=O)N3CCOCC3)cc2)C1c1ccccc1 (stereo not given)	-20	0	-17	-1	-12	-12	-11	-10	-4	-24	-13
38	COc1ccc(-n2c(Cc3ccccc3)nnc2SCC(=O)N2CCCc3ccccc32)cc1	4	14	13	-7	11	-2	8	-15	12	8	0
39	CCn1nc(C)c(/C=N/NC(=O)c2nc3nc(C)cc(C)n3n2)c1C	-21	-13	.	8	-23	5	-10	5	8	-20	13
40	O=C(Nc1ccc(F)cc1)Nc1cccnc1	9	2	-9	-1	-4	4	5	-56	-4	-14	-28
41	C#CCN(CC=C)C(=O)c1ccc(OC2CCN(S(=O)(=O)N(C)C)CC2)cc1	-12	6	-40	-30	-9	3	2	-21	-42	-33	-21
42	COc1ccc(N2C(=O)C(Cl)=C(N3CCOCC3)C2=O)cc1	2	3	6	1	-5	7	-9	12	47	-2	6
43	S=C(c1ccc2c(c1)OCO2)N1CCCCC1	2	2	-7	-2	2	-9	6	-3	-14	11	-6
44	CCOC(=O)c1sc(C)c(C(N)=O)c1NC1=NCCCCC1	1	-32	-3	10	-14	-8	-2	13	-16	20	-17
45	CCc1cc2c(-n3nc(C)cc3C)ncnc2s1	2	-19	-9	-10	6	1	-10	15	12	-20	2
46	NS(=O)(=O)c1cccc(NC(=O)CN2CCN(S(=O)(=O)c3ccc4c(c3)OCCO4)CC2)c1	-2	5	31	-6	10	-3	-3	4	-9	6	8
47	c1ccc(Cn2nnnc2C(c2ccccc2)N2CCN(c3nc4ccccc4s3)CC2)cc1 (stereo not given)	-10	-5	14	1	17	10	8	4	15	1	23
48	CCNC(=O)CC1C(=O)N(CC)C(=S)N1NC(=O)c1ccc(Cl)cc1 (stereo not given)	7	18	16	-18	-18	-2	-7	-5	-28	5	15
49	COCCn1c(SCC(=O)N2CCC(C)CC2)nc2ccccc2c1=O	16	0	-6	-3	-6	-5	-1	6	16	-7	-18
50	Cc1ccc(S(=O)(=O)NCCC(=O)NCc2ccc(Cl)cc2)cc1C	3	-6	1	4	10	-19	3	-16	-2	-2	-8
51	Cc1cccc(-c2c3c(=O)n(C)c(=O)n(C)c3cn2C(C)C)c1	-6	16	2	8	-30	-9	1	-8	-18	-35	-1
52	CC1CCC/C(=N\NC(=O)COc2ccc(Cl)cc2Cl)C1 (stereo not given)	10	4	-46	-2	-3	16	-3	-3	-8	-17	-1

# High-throughput results as filed in PubChem.

# This is a subset. The share of hits here may be higher or lower than overall.
